Assay outcomes from PubChem BioAssay.
UBC13 inh – UBC13 polyubiquitin chain formation inhibitors, primary screen, biochemical, TR-FRET, uHTS. inhibition, % at 20 µM. 0.47% of 330,000 active. AID 485273, 2010; in the data active means inhibition above about 45%, passing the limit was not always enough
Gli-Sufu antag – Gli-Sufu pathway antagonists, primary screen, luciferase luminescence, Sufu-KO-LIGHT cells, uHTS | Sufu-KO-LIGHT fibroblasts, Gli luciferase reporter luminescence | inhibition, % at 5 µM | 0.74% of 340,000 active | AID 588413, 2011;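 active means inhibition above about 55%, limit read from the data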;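 further: 0% = DMSO-treated cells and 100% = wells with medium but no cells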
CCR6 antagonist – CCR6 receptor antagonists, primary screen, cell-based, CHO-K1, luminescence, beta-arrestin, uHTS; C-C chemokine receptor type 6 (Homo sapiens), P51684; CHO-K1 CCR6 PathHunter beta-arrestin, CCL20-stimulated; inhibition, % at 20 µM; 0.49% of 340,000 active;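 active means compounds whose inhibition of the agonist-driven luminescence signal at 20 µM reaches about 50%, limit read from the data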;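 further: cells stimulated with CCL20 at 14 nM final; plate controls were DMSO with CCL20 for no effect and DMSO without agonist for full effect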
697 NFkB inh – inhibitors of PMA/ionomycin-induced NF-kB reporter, 697 cells, primary screen, B-cell NF-kB inhibitor project, cell-based, luminescence, uHTS; 697 B-cell NF-kB luciferase reporter, 16 h; inhibition, % at 4 µM; 0.33% of 330,000 active; in the data active means inhibition above about 35%
Jurkat NFkB inh – inhibitors of induced NF-kB luciferase reporter, primary screen, TCR NF-kB activation inhibitor project, cell-based, luminescence, uHTS; Jurkat, PMA/ionomycin-induced NF-kB luciferase reporter; inhibition, % at 4 µM; 0.53% of 330,000 active
SENP8 inh – SENP8 protease inhibitors, primary screen, biochemical, luminescence | inhibition, % at 10 µM | 1.2% of 330,000 active | AID 2540, 2010 | purified SENP8, Z-RLRGG-aminoluciferin cleavage
Apaf1 inhib – inhibitors of human Apaf-1 apoptosome, primary screen, biochemical, DEVD-Rh110 fluorescence, uHTS | Apoptotic protease-activating factor 1 (Homo sapiens), O14727 | reconstituted apoptosome caspase-3 activity | inhibition, % at 20 µM | 0.71% of 330,000 active | AID 489030, 2010; active means inhibition of at least 40% at 20 µM;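 further: plate controls were DMSO wells for no effect and DEVD-CHO caspase inhibitor wells for full effect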
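Assay system: Apoptosome proteins | Medium: pH 7.5 Hepes buffer with CHAPS, BSA, DTT | Also added: Cytochrome c and DEVD-Rh110 substrate | Times: 30 min plus 50 min, RT | Detection: Rhodamine 110 fluorescence at Ex 480/Em 540 nm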
EBI2 block – EBI2 receptor antagonists, beta-arrestin recruitment, primary screen, cell-based, luminescence, 7a,25-OHC stimulation, uHTS; inhibition, % at 5 µM; 7a,25-OHC stimulated; 0.81% of 360,000 active; G-protein coupled receptor 183 (Homo sapiens), P32249; in the data active means inhibition above about 38%;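 further: enzyme fragment complementation signal reports receptor beta-arrestin coupling in cells; 0% = agonist plus DMSO wells and 100% = wells without agonist; some results beyond the cut were filed as inactive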
* marks the source's active call; other numbers are inactive results; / = no result given. Unless noted, no stated cut-off is given here; in the data, active means inhibition above about 50%; inactive means the rest. Only part of the results is shown; the hit share may differ from the screen's.

SMILES	UBC13 inh	Gli-Sufu antag	CCR6 antagonist	697 NFkB inh	Jurkat NFkB inh	SENP8 inh	Apaf1 inhib	EBI2 block
CN(c1ccccc1)c1nc(N)c([N+](=O)[O-])c(NCCO)n1	1	-2	4	12	2	-1	-8	0
O=C(NCc1ccco1)C1CCN(S(=O)(=O)c2cccc3cccnc23)CC1	8	-4	3	15	9	4	-6	0
Cc1ccc(Nc2nnc(SCC(=O)Nc3cccc(S(=O)(=O)N4CCCCC4)c3)s2)cc1	-11	6	10	-11	-19	-17	27	12
Oc1c(Br)cc(Br)cc1C=Nc1cccnc1	-44	-10	9	-5	-11	24	79*	-3
O=C(Nc1ccccn1)c1cc(-c2cccc(Cl)c2)nc2ccccc12	-2	1	7	2	-4	-16	7	8
CC(C)(C)OC(=O)N1CCOCCOCCNCCOCCOCC1	6	14	-20	9	-4	1	-1	-11
O=C(COC(=O)/C=C/c1cccc(Cl)c1)NC1CCCC1	-8	/	8	10	-2	-12	4	-5
C/C(=N\OCC(=O)Nc1nc2ccccc2s1)c1ccccc1	-10	2	-8	-1	7	26	12	-14
O=C(CCNS(=O)(=O)c1ccc(F)c(F)c1)NCCN1CCOCC1	14	0	9	10	-4	1	-12	-14
Cc1ccc(-n2c(COc3ccccc3)n[nH]c2=S)cc1	2	1	-8	-2	-8	-3	8	-1
CC(C)(C)n1cnc2cc(NC(=O)c3ccccc3)ccc21	-4	-42	3	-9	-14	0	6	-2
O=C(COC(=O)c1cccc(S(=O)(=O)N2CCCCCC2)c1)Nc1ccccc1	2	-5	8	7	12	11	10	3
COC(=O)C1=C(C(=O)OC)[C@@H]2Nc3ccccc3[C@@]23C[C@@H](C(=O)OC)N(C(=O)NC2CCCCC2)C3=N1	-18	3	11	32	7	3	6	/
CC(C)(C)[C@H]1COC(=O)CCCC/C=C\C[C@H](CC(=O)N(CCO)Cc2ccccc2)C(=O)N1	-6	-1	4	-1	-8	-12	12	-2
CC(On1nnc2ccc(S(=O)(=O)N3CCOCC3)cc21)C(=O)Nc1ccccc1F (stereo unspecified)	-4	2	9	7	-5	4	-5	-5

Arranged by the number under SENP8 inh (high to low): 3 of the compounds above
compound | SENP8 inh
C/C(=N\OCC(=O)Nc1nc2ccccc2s1)c1ccccc1 | 26
Cc1ccc(-n2c(COc3ccccc3)n[nH]c2=S)cc1 | -3
O=C(COC(=O)/C=C/c1cccc(Cl)c1)NC1CCCC1 | -12

Carrying on:
SMILES	UBC13 inh	Gli-Sufu antag	CCR6 antagonist	697 NFkB inh	Jurkat NFkB inh	SENP8 inh	Apaf1 inhib	EBI2 block
O=C(NC(NCc1ccccc1)C(Cl)(Cl)Cl)c1cccnc1 (stereo unspecified)	-9	5	8	-3	-18	-11	-1	-8
CN(C)C(/C=C/Nc1ccc(Br)cc1)=C(C#N)C#N	-4	9	-1	-4	-13	5	0	2
COc1ccc(Oc2nc(-c3ccccc3)ncc2C(=O)O)cc1	2	-6	-3	0	-6	1	-1	-1
CCOC(=O)C1CCN(S(=O)(=O)c2cc3c4c(c2)C(C)C(=O)N4CCC3)CC1 (stereo unspecified)	7	5	-5	10	6	-4	1	-7
CS(=O)(=O)N(CC(=O)Nc1cccc(F)c1)Cc1ccccc1	-7	1	-4	6	8	-14	-5	-4
COCCn1c(SC(C)C(=O)Nc2ccc3c(c2)OCCO3)nc2ccccc2c1=O (stereo unspecified)	12	8	-5	1	2	-2	7	1
O=C(Nc1ccc2ccccc2c1)NC1CCS(=O)(=O)C1 (stereo unspecified)	6	-14	-13	-2	-18	3	2	-7
Cc1cc(C)n(Cc2ccccc2Cl)n1	-11	-8	-1	-9	-11	-1	-1	-1
COC(OC)C(C)NC(=O)NC(=O)c1ccccc1Cl (stereo unspecified)	-4	-2	-4	-1	24	0	-20	-2
Cc1ccc2nc(C3CCN(C(=O)c4ccco4)CC3)[nH]c2c1	5	-2	1	14	-7	-10	-4	-10
O=C(C[n+]1ccccc1)N/N=C/c1cc(Br)cc(Br)c1O	-10	3	21	-4	-10	-3	7	10
CC(C)[C@H](Nc1ccc(S(=O)(=O)N2CCOCC2)cc1[N+](=O)[O-])C(=O)OCC(=O)N(C(C)C)C(C)C	2	35	-1	-16	-3	-2	20	-7
CCCCCCCN1CCN=C1N(C)C	2	17	12	3	6	-2	-3	0

Entries listed so far that have a halogen (11):
SMILES	UBC13 inh	Gli-Sufu antag	CCR6 antagonist	697 NFkB inh	Jurkat NFkB inh	SENP8 inh	Apaf1 inhib	EBI2 block
Oc1c(Br)cc(Br)cc1C=Nc1cccnc1	-44	-10	9	-5	-11	24	79*	-3
O=C(Nc1ccccn1)c1cc(-c2cccc(Cl)c2)nc2ccccc12	-2	1	7	2	-4	-16	7	8
O=C(COC(=O)/C=C/c1cccc(Cl)c1)NC1CCCC1	-8	/	8	10	-2	-12	4	-5
O=C(CCNS(=O)(=O)c1ccc(F)c(F)c1)NCCN1CCOCC1	14	0	9	10	-4	1	-12	-14
CC(On1nnc2ccc(S(=O)(=O)N3CCOCC3)cc21)C(=O)Nc1ccccc1F (stereo unspecified)	-4	2	9	7	-5	4	-5	-5
O=C(NC(NCc1ccccc1)C(Cl)(Cl)Cl)c1cccnc1 (stereo unspecified)	-9	5	8	-3	-18	-11	-1	-8
CN(C)C(/C=C/Nc1ccc(Br)cc1)=C(C#N)C#N	-4	9	-1	-4	-13	5	0	2
CS(=O)(=O)N(CC(=O)Nc1cccc(F)c1)Cc1ccccc1	-7	1	-4	6	8	-14	-5	-4
Cc1cc(C)n(Cc2ccccc2Cl)n1	-11	-8	-1	-9	-11	-1	-1	-1
COC(OC)C(C)NC(=O)NC(=O)c1ccccc1Cl (stereo unspecified)	-4	-2	-4	-1	24	0	-20	-2
O=C(C[n+]1ccccc1)N/N=C/c1cc(Br)cc(Br)c1O	-10	3	21	-4	-10	-3	7	10
